Bioassay records: PubChem BioAssay, several laboratories
HDAC3 inhib: HDAC3 deacetylase inhibitors, primary screen, biochemical, fluorescence, cell-free homogeneous. AID 2718, 2010. recombinant HDAC3, fluorogenic peptide/trypsin coupled. Histone deacetylase 3 (Homo sapiens), O15379. 0.15% of 320,000 active. inhibition, % at 8.3 µM; in the data active = inhibition above about 26%, passing the limit was not always enough
HSF-1 act: HSF-1 activators, primary screen, NIH3T3-HGL cells, MG132 stress, luminescence, single point. NIH3T3-HGL HSF-1 luciferase reporter, 8 h; 100% = twice DMSO control signal. activation, % at 9 µM. 1.7% of 300,000 active. AID 504408, 2011;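 active = mean replicate activation of at least 50% with a set share of replicates each reaching 50%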;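 note: 0% = median of the neutral control wells and 100% = twice that signal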
PolyA inh: polyadenylation inhibitors in yeast reporter cells, primary screen, luminescence, S. cerevisiae; S. cerevisiae SKY197-pL101 polyadenylation reporter, beta-gal luminescence; efflux-impaired pdr1/pdr3 knockout yeast; score 100 = 6 SD above DMSO; calls only at 12 µM; 0.02% of 300,000 active; AID 1875, 2009;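 active = lowest replicate activity score at least 50, where 100 means six control SD above control mean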;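 note: yeast exposed to compound for 9 h at 30 °C; higher score means more reporter readthrough which indicates perturbed polyadenylation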
GSK3A inh: blockers of GSK3A enzyme activity – biochemical, luminescence, cell-free homogeneous, HTS, primary screen; GSK-3 alpha kinase, ADP-Glo luminescence, 60 min; inhibition, % at 10 µM; 0.1% of 320,000 active;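 in the data active = inhibition above about 50%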;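 note: GST-tagged GSK-3 alpha with peptide substrate and 25 µM ATP; 0% = DMSO neutral wells and 100% = GW8510 positive control wells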
Target sequence (P49840 whole entry, looked up): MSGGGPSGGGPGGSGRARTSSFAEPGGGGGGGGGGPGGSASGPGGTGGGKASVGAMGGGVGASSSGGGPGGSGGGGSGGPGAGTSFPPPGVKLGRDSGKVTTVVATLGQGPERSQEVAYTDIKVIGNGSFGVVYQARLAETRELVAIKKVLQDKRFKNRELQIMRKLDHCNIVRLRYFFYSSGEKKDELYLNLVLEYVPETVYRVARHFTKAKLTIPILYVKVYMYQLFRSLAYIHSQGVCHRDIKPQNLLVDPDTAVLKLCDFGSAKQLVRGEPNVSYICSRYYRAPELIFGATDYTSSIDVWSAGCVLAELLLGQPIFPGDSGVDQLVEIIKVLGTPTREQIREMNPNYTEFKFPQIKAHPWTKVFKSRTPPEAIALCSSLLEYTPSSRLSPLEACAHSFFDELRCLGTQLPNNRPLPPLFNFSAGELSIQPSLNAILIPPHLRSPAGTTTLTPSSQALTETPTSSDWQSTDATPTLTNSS
GSK3B inh: human GSK3beta kinase inhibitors, primary screen, biochemical, cell-free homogeneous, HTS. Glycogen synthase kinase-3 beta (Homo sapiens), P49841. GST-GSK3beta kinase, ADP-Glo luminescence, 60 min; active compounds read low. activity score (negative = inhibition), % at 10 µM. 0.038% of 300,000 active. AID 2097, 2009;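 active = more than half of replicate wells score below -50%, meaning over 50% inhibition versus plate controls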;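 note: 0% = median DMSO wells and -100% = median GW8510 positive control wells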
Target sequence (P49841 whole entry, looked up): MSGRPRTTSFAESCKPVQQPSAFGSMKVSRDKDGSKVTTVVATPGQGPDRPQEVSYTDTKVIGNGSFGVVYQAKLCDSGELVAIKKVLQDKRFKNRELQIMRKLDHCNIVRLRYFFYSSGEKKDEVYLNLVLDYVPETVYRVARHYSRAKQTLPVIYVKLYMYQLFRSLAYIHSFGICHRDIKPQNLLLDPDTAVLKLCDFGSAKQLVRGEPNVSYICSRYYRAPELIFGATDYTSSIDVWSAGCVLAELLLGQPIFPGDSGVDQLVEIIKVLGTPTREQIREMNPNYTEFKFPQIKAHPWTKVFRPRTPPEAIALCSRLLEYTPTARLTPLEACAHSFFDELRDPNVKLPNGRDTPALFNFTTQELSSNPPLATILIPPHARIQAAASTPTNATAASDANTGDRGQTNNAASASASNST
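Test system – GST-tagged human GSK3beta kinase, cell-free · Incubation – 60 min enzyme reaction, room temperature · Signal – ADP-Glo luminescence · Also added – peptide substrate and ATP at 25 µM · Controls – DMSO neutral wells and GW8510 at 20 µM as positive · Buffer or medium – Tris/MgCl2 kinase buffer · Measure – Luminescence-derived activity versus plate DMSO and GW8510 wells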
DYRK1A inh: rat Dyrk1A kinase inhibitors, primary screen, biochemical, single point, plate reader; Dual specificity tyrosine-phosphorylation-regulated kinase 1A (Rattus norvegicus), Q63470; 0.43% of 310,000 active; inhibition, % at 12.5 µM; ADP-Glo luminescence, NFATc1 peptide; in the data active = inhibition above about 50%;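 note: plate controls were vehicle with enzyme for no effect and no enzyme for full effect; many of its hits are not listed in these tables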
HSF1 inhib: HSF1 inhibitors in luciferase reporter cells, primary screen, cell-based, NIH3T3, luminescence | NIH3T3-HGL HSE-luciferase, MG132-induced, luminescence 8 h; active compounds read low | activity change, negative = inhibition, % at 7.5 µM (by protocol) | 0.77% of 300,000 active | AID 2098, 2009;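 active = more than half of replicate wells show activity change below -50%, luminescence cut by over half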;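 note: luciferase reports HSF-1 transcriptional activity via heat shock element; 0% = median of DMSO wells and -100% = zero luminescence signal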
Platelet DG rel: inhibitors of platelet dense granule secretion, primary screen, cell-based, MLPCN, human platelets. human platelet-rich plasma, SFLLRN dense granule ATP release, luminescence. 0.22% of 300,000 active. AID 1663, 2009. inhibition, %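 (compounds screened at 7.5 µM in platelet-rich plasma)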;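 active = mean replicate score, as percent of positive control, at or above 50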
HSP90 inh: HSP90 inhibitors, primary screen, cell lysate, luminescence | Rabbit reticulocyte lysate, luciferase refolding luminescence, 3 h | inhibition, % at 5.6 µM | Heat shock protein HSP 90 (rabbit reticulocyte lysate; luciferase refolding) | AID 1789, 2009 | 0.91% of 290,000 active;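 active = inhibition above the screen-wide mean plus 3 SD, computed separately per campaign, cut at about 16% in these data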;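 note: 0% = DMSO wells and 100% = 60 µM geldanamycin wells; inhibitors lower the luminescence because luciferase stays unfolded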
AI-2 QS mod: Vibrio harveyi AI-2 quorum sensing modulators, primary screen, JMH597 strain, luminescence/OD600 ratio | Vibrio harveyi JMH597 AI-2 luminescence/OD600 ratio, 9 h; active compounds read low; strain lacks LuxN and CqsS sensors; 0 = neutral-control median | AID 2094, 2009 | 0.4% of 300,000 active | activity change, % at 7.5 µM; in the data active = activity change below about -75%, passing the limit was not always enough;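 note: luminescence divided by OD600 gain over 9 h not by final OD600 alone; inactives centre near 13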
* = called active by the depositor; i = inactive; nt = not tested or not shown.

Structure	HDAC3 inhib	HSF-1 act	PolyA inh	GSK3A inh	GSK3B inh	DYRK1A inh	HSF1 inhib	Platelet DG rel	HSP90 inh	AI-2 QS mod
O=C(CSc1nnnn1-c1ccccc1)Nc1nc(-c2ccccc2)ns1	-3	-7	i	-1	2	3	6	4	1	7
Nc1cc(C(=O)c2cccs2)ccc1Cl	1	-12	i	1	-1	1	3	15	5	5
COc1ccc(Cn2nnnc2CN2CCC(O)(c3ccccc3F)CC2)cc1	-1	16	i	-2	0	nt	-3	-38	2	9
O=c1[nH]c2ccc(NS(=O)(=O)c3ccc(F)c(Cl)c3)cc2[nH]1	2	14	i	1	1	-7	-3	-2	-1	10
COc1ccccc1OCC(=O)Nc1sc2c(c1C(=O)NCC1CCCO1)CCC2 (stereo not drawn)	-1	9	i	-1	3	-6	2	17	5	10
O=[N+]([O-])c1ccc(NCCNCCOc2nonc2-c2ccccc2)c([N+](=O)[O-])c1	2	0	i	0	3	0	-1	-1	2	50
Cn1c(CN2CCN(C(=O)c3ccccc3Cl)CC2)nc2cc([N+](=O)[O-])ccc21	9	13	i	nt	-4	0	6	1	9	25
Cc1ccc(-c2nc3ccccn3c2NC(=O)c2ccco2)cc1	3	-5	i	0	-2	0	-2	-12	-1	5
Cc1cc([N+](=O)[O-])nn1CCC(=O)NC1CCCCCC1	-4	-42	i	0	0	-3	-33	12	-5	3
CC(C)Sc1nc2c(c(=O)[nH]1)C(c1cccs1)C1=C(CC(C)(C)CC1=O)N2 (stereo not drawn)	-2	11	i	-1	2	-3	1	-2	2	2
Cc1nc(CCNC(=O)c2ccccc2)cs1	0	nt	i	19	4	-6	nt	1	-2	7
Cc1ccc(CN2CCN(c3ccccn3)CC2)s1	-4	11	i	4	3	nt	-2	2	-1	-26
Cc1noc(C)c1S(=O)(=O)Nc1ccc(C(=O)NC2CCCCC2)cc1	1	8	i	1	3	-2	-3	1	0	5
CC(C)(C)c1ccc(OCC(=O)NNC(=S)NC(=O)c2ccccc2[N+](=O)[O-])c(Br)c1	1	-12	i	-1	15	-1	-11	-1	5	24
COC(=O)c1sccc1NC(=O)c1ccc(OC)cc1OC	3	-3	i	5	-3	19	-2	-9	5	10
Cc1c(C=O)c2ccccc2n1CC(=O)N1CCc2ccccc2C1	-1	2	i	0	-5	0	9	-6	-1	10
Cc1ccc(NC(=O)c2ccc(NS(=O)(=O)c3cccc4cccnc34)cc2)cc1	9	-10	i	-1	-3	2	-6	-3	-5	27
Cc1ccc(-c2nn(-c3ccccc3)cc2C(N)=O)o1	6	-2	i	-2	2	15	2	-1	-2	5
COCCN(C(=O)COc1ccccc1)c1nnc(-c2cccnc2)s1	0	-2	i	-1	2	2	-3	0	5	25
O=C(Nc1ccccn1)c1sc2cccc(F)c2c1Cl	2	nt	nt	-5	0	-4	nt	nt	-2	12
COc1ccc(C(C)(C)C)cc1NC(=O)COC(=O)c1ccc([N+](=O)[O-])o1	6	6	i	-1	-3	6	-4	11	-1	37
Cc1cc(Nc2ccc(C)c(F)c2)n2ncnc2n1	2	14	i	-2	4	2	4	-1	3	4
CO/C=C\C=C/c1nnn(-c2ccc(Cl)cc2)n1	-1	11	i	-4	1	-1	7	1	-5	11
Cc1ccc(SCc2nc(-c3ccccn3)no2)cc1	-2	17	i	-3	3	-4	33	-11	3	3
COC(=O)CSc1nc(-c2ccc(C)cc2)c2c(c1C#N)CCCC2	4	1	i	1	0	-3	0	0	1	21
Nc1nonc1C(=O)N/N=C\c1cc2c(cc1Cl)OCO2	2	nt	nt	nt	-3	-12	nt	nt	-4	-4
Cn1c(SCC(=O)n2c3c(c4ccccc42)CCCC3)nnc1-c1ccccc1	-1	22	i	6	-4	2	5	-1	-2	20
COc1ccc(C(=O)Nc2ccc3c(c2)OCCO3)cc1[N+](=O)[O-]	-6	-2	i	2	5	-2	10	-5	2	10
CC(=O)Nc1cccc(NC(=O)CSc2nc(=O)n(CCCN3CCOCC3)c3c2CCC3)c1	-1	12	i	-4	-4	nt	-6	-1	nt	0
COc1cccc(C2CC(=O)N3CN(c4ccccc4F)CSC3=C2C#N)c1 (stereo not drawn)	nt	-7	i	10	8	1	-4	0	-1	36
Cc1ccc(-n2ncc3c(SCc4cccnc4)ncnc32)c(C)c1	nt	-3	i	nt	-1	nt	0	7	-2	4
O=C(NC1CCCCC1)c1ccc(COCC(F)(F)F)o1	0	15	i	-1	-1	0	1	5	0	1
O=C(O)c1ccccc1/C=N/NC(=S)NC1CCCCC1	-1	-7	i	-1	-2	3	2	0	6	22
CCN(CC)CC(=O)N1CCCC(C(=O)c2ccccc2OC)C1 (stereo not drawn)	-11	13	i	-2	4	11	1	-3	-5	-2
CC(Oc1ccccc1)c1nnc(N)s1 (stereo not drawn)	-1	-1	i	-2	2	1	-9	10	0	4
COc1cc(NC(=S)N2c3ccccc3CC2C)cc(OC)c1 (stereo not drawn)	9	5	i	-3	-1	2	-7	-4	-2	21
CCN(Cc1cc2ccccc2[nH]c1=O)C(=O)C(C)C	2	-17	i	-1	-2	2	6	nt	-3	12
COc1ccc(-c2c[n+]3c(n2-c2ccccc2)CCCCC3)cc1	nt	-2	i	1	2	5	-10	-1	2	15
COC(=O)c1ccc(Sc2ccccc2NS(=O)(=O)c2ccc(NC(C)=O)cc2)nc1	-9	18	i	-3	-1	-1	-2	2	3	8
O=[N+]([O-])c1cnccc1Nc1ccc(F)cc1	2	-12	i	0	-2	-4	-16	-3	5	13
CCOC(=O)c1ccc(NC(=S)N2CCSC2c2ccc(Br)cc2)cc1 (stereo not drawn)	5	-42	i	0	0	-1	-38	-12	1	18
CCOC(=O)c1ccc(S(=O)(=O)n2c(CN3CCCCC3)nc3ccccc32)cc1	-2	-1	i	-3	0	2	1	0	0	4
CN(C)CCOC(=O)NC12CC3CC(CC(C3)C1)C2	7	14	i	-3	3	9	-5	8	0	13
CSCCC(NC(=O)c1ccc([N+](=O)[O-])cc1Cl)C(=O)OCC(=O)N(C)C (stereo not drawn)	-10	-6	i	-2	2	8	1	-6	3	5
COc1ccc(CCNC(=O)Cn2c(=O)n(CC3CCCO3)c(=O)c3ccccc32)cc1OC (stereo not drawn)	-2	-9	i	0	4	13	1	-1	-5	13
Fc1ccc(-c2nc3c(-c4ccccc4)cnn3cc2CCN2CCOCC2)cc1	1	-3	i	-2	-3	nt	-6	-8	-2	-11
Cc1ccc(SC[C@H](Cc2ccccc2)N2CCN(CCc3ccccc3)CCC2=O)cc1	4	14	i	-2	0	9	1	-2	nt	23
O=C(O)Cc1ccc(OCc2ccc(Cl)nc2)cc1	2	14	i	-1	-7	0	4	2	-6	3
O=C(NC1CCCCCC1)c1cc(S(=O)(=O)N2CCOCC2)ccc1N1CCCCC1	3	7	i	1	4	5	1	-2	-4	1
CCOc1ccc(CCNC(=O)Cc2ccc(S(=O)(=O)N3CCOCC3)s2)cc1OCC	-7	-3	i	1	4	2	1	2	nt	12
Cc1ccccc1NC(=O)N1CCc2ccccc2C1	nt	30	i	0	2	2	9	-3	0	-6
COC(=O)N/N=C/c1ccc(-c2ccc(C)c(Cl)c2)o1	4	-13	i	0	3	-2	3	1	2	25
CC1=CC(C)(C)N2C(=O)C3(SCC(=O)N3c3ccc(O)cc3)c3cc(C)cc1c32 (stereo not drawn)	12	27	i	nt	4	6	26	-3	2	15
N#Cc1c(N)c(C(=O)c2ccccc2)n2ccccc12	8	3	i	1	3	nt	-6	-3	nt	14
O/N=C/c1cn(-c2ccc(Cl)cc2)nn1	1	40	i	9	3	9	7	-1	-4	17
Cc1ccc2oc(=O)c(/C=C(\O)c3ccco3)nc2c1	0	-2	i	-2	4	nt	4	-40	37*	1
O=S(=O)(NC1CCCCC1N1CCN(c2ccc(F)cc2)CC1)c1ccc(Cl)cc1 (stereo not drawn)	3	16	i	nt	1	-1	4	7	2	22
CC(C)(C)OC(=O)N1CCC[C@H]1c1nnc(SCc2ccccc2F)o1	2	-2	i	nt	2	-5	6	-12	-3	0
CCOc1ccccc1/C=N/NC(=O)c1nnn(-c2nonc2N)c1CN1CCCC1	4	-14	i	109*	-86*	3	3	-7	-2	12
CC(C)NC(=NCc1ccc(Cl)cc1Cl)Nc1ccccc1	3	1	i	0	4	3	-3	2	2	8

Retrieved by structure from the entries so far, two records:
Structure	HDAC3 inhib	HSF-1 act	PolyA inh	GSK3A inh	GSK3B inh	DYRK1A inh	HSF1 inhib	Platelet DG rel	HSP90 inh	AI-2 QS mod
O=S(=O)(NC1CCCCC1N1CCN(c2ccc(F)cc2)CC1)c1ccc(Cl)cc1 (stereo not drawn)	3	16	i	nt	1	-1	4	7	2	22
COC(=O)N/N=C/c1ccc(-c2ccc(C)c(Cl)c2)o1	4	-13	i	0	3	-2	3	1	2	25

Other results.
Structure	HDAC3 inhib	HSF-1 act	PolyA inh	GSK3A inh	GSK3B inh	DYRK1A inh	HSF1 inhib	Platelet DG rel	HSP90 inh	AI-2 QS mod
C=CCNC(=S)Nc1ccc(OC)c(S(=O)(=O)N2CCOCC2)c1	1	0	i	nt	4	nt	-3	-2	-1	32
Cc1cc(C=O)c(C)n1-c1cc(C(=O)O)cc(C(=O)O)c1	7	8	i	-1	-2	-6	2	0	1	5
COC(=O)c1cc(C(=O)N2CCOCC2)cc([N+](=O)[O-])c1	nt	6	i	nt	2	4	-5	-3	0	31
Cc1ccc(-c2cc(-c3ccc(Cl)cc3)c(C#N)c(N)n2)o1	-2	-13	i	0	-3	-4	-10	5	3	24
CC(=O)c1c(C)[nH]c(C(=O)Nc2ccc(Cl)c(S(=O)(=O)N(C)C)c2)c1C	-6	-11	i	2	-5	0	-4	-3	1	14
C/C(Cn1nnc([N+](=O)[O-])n1)=N\NC(=O)c1ccc(C)cc1	-1	29	i	-1	0	-7	7	6	-4	15
CN(CCc1ccccn1)C(=S)Nc1ccc(Cl)cc1Cl	-1	13	i	-3	-4	-4	4	3	1	4
COc1ccc(Cl)cc1NC(=O)CCn1cnc2ccccc2c1=O	4	17	i	-1	2	16	15	9	-2	18
O=C(CN1CCC(NC(=O)c2ccc(F)cc2)CC1)NCc1ccccc1F	-4	6	i	0	-1	-5	-7	-7	0	-5

A portion of the library; rates above refer to the full screens.
